# GAA spleen mod: qHTS Assay for Inhibitors and Activators of Human alpha-Glucosidase From Spleen Homogenate; Lysosomal alpha-glucosidase (Homo sapiens), P10253; human spleen homogenate, 4-MU-alpha-glucoside fluorescence; Potency, µM (doses to about 79.9 µM), inactives show at the highest dose activity change, negative = inhibition, most hits filed as inhibitors; hit rate 0.006% among 240,000; AID 2112, 2009;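 note: 0% = enzyme with vehicle and -100% = no enzyme basal signal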
#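 Human spleen homogenate (1 ug) with 4-methylumbelliferyl-alpha-D-glucopyranoside (1 mM final) in 50 mM citrate/phosphate pH 5.0, 0.01% Tween-20; 40 min at 37 C. Stopped at pH 10; 4-MU fluorescence Ex 365/Em 440 nm; AC50 by Hill fit.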
# GAA inhib: qHTS Assay for Inhibitors of Human alpha-Glucosidase as a Potential Chaperone Treatment of Pompe Disease | hit rate 0.005% among 200,000 | AID 1466, 2008 | purified human GAA, 4-MU-alpha-glucoside fluorescence | Lysosomal alpha-glucosidase (Homo sapiens), P10253 | Potency, µM (top dose mostly 76.9 µM), inactives show top-dose activity change, negative = inhibition, hits mostly inhibitors;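 note: plate controls were uninhibited enzyme wells for no effect and no-enzyme background for full effect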
#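 Fluorescence at Ex 365/Em 440 nm from 4-methylumbelliferone reported enzyme activity after 20 min at room temperature. Reactions used 4 nM enzyme and 400 uM substrate at pH 5.0; curves fitted with the Hill equation.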
# RGS12 GoLoco inh: qHTS Assay for Inhibitors of RGS12 GoLoco Motif Activity (Red Fluorophore); AID 880, 2007; hit rate 0.44% among 230,000; Guanine nucleotide-binding protein G(i) subunit alpha-1 (Homo sapiens), P63096; Potency, µM (highest dose often 61.6 µM), inactives show top-dose activity, negative = inhibition, actives largely listed as inhibitors; Gai1:RGS12 GoLoco peptide FP, rhodamine, 10 min; active = well fitted inhibition curve with a large enough effect, not every such curve was filed as active; inactive = no such curve, though single readings can be large or run the other way; note: % is set by controls: 0 for no effect and ±100 for the full control effect; nearly all actives have a fitted effect of over 30% in size; many of its hits are not listed in these tables
# Target sequence (P63096 whole entry, looked up): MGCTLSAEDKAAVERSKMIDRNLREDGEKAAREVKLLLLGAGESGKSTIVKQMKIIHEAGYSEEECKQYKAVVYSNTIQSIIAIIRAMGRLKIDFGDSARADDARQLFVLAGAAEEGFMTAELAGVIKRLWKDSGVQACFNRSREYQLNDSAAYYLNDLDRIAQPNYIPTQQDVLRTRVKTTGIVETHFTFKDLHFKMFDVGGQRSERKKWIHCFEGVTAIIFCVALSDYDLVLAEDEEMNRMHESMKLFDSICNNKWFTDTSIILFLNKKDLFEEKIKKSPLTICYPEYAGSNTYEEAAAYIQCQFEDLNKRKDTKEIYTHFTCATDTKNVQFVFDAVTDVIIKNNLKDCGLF
# HttQ103 aggreg: qHTS Multiplex Assay to Identify Dual Action Probes in a Cell Model of Huntington: Aggregate Formation (GFP); PC12 HttQ103-GFP aggregates, Acumen cytometry, 40 h; Potency, µM (series often up to 46.1 µM), inactives show at the highest dose activity change, negative = inhibition, most hits filed as inhibitors; hit rate 1.1% among 220,000; note: % is set by controls: 0 for no effect and ±100 for the full control effect; nearly all actives have a fitted effect of over 60% in size
#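 PC12/HTTQ103-GFP, ecdysone-inducible; teb 100 nM; cpd qHTS titration; GFP aggregates read on laser cytometer, Ex 488/Em 500-530 nm.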
# IMPase Li cell: qHTS Assay for Identifying the Cell-Membrane Permeable IMPase Inhibitors: Potentiation with Lithium; Potency, µM (series often up to 59.4 µM), for the others: at the highest dose activity, negative = IMPase inhibition, hits mostly inhibitors; CHO-M1 cells, IP1 TR-FRET (IP-One), carbachol + lithium; hit rate 0.35% among 210,000; AID 1457, 2008;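 note: IP1 builds up when IMPase is blocked and the TR-FRET signal falls; plate controls were basal vehicle for no effect and high inhibitor control for full effect; nearly all actives have a fitted effect of over 50% in size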
#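 CHO cells stably expressing M1 receptor (2000/well, cultured 16–30 h) treated 30 min at 37C with compound plus low lithium. Cytosolic IP1 by TR-FRET (665/620 ratio and 620 channel) after 10 min lysis; AC50 by Hill fit.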
# GAA glycogen mod: qHTS Assay for Inhibitors and Activators of Human alpha-Glucosidase Cleavage of Glycogen; Lysosomal alpha-glucosidase (Homo sapiens), P10253; recombinant GAA, glycogen substrate, Amplex Red glucose oxidase fluorescence; Potency, µM (top dose mostly 76.4 µM), inactives show at the top dose activity change, negative = inhibition, hits mostly inhibitors; hit rate 0.38% among 300,000;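 note: 0% = full enzyme reaction and -100% = no-enzyme basal signal; the screen sought inhibitors and activators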
#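 Natural-substrate format: glycogen cleavage by 4 nM human enzyme, glucose read by Amplex Red coupling (Ex 573, Em 610 nm). Normalized to enzyme and no-enzyme controls.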
# HTT ATP protect: qHTS Multiplex Assay to Identify Dual Action Probes in a Cell Model of Huntington: Cytoprotection (ATP). hit rate 0.14% among 230,000. Potency, µM (doses to about 56.4 µM), without a hit: cytoprotection (ATP increase), hits mostly activators. PC12 HTT-Q103 induced, cytoprotection, ATP luminescence, 40 h;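 note: % of control where 0% means no effect; nearly all actives have a fitted effect of over 45% in size; toxic huntingtin expression switched on by the ecdysone agonist tebufenozide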
#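 Readout: ATPlite luminescence (ATP level). Model: stable PC12, inducible Htt exon1 Q103-GFP. Inducer: tebufenozide, 100 nM final. Compounds: dose series. No G418 in medium.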
# An asterisk follows results filed as active; ? = inconclusive; . = not tested or not shown; & = joins results of further samples; [ ] = remark or other dose. Unless noted, calls come from the whole dose curve; as a rule, active = well fitted curve in the direction sought with a large enough effect; inconclusive = small, poorly fitted or top-dose-only effect, or another doubt; inactive = no such curve, though single readings can be large; an effect the other way counts as inactive or inconclusive. Potency is the fitted concentration of half-maximal effect. These rows are one share of the data (hit frequency here may not be typical).
Structure	GAA spleen mod	GAA inhib	RGS12 GoLoco inh	HttQ103 aggreg	IMPase Li cell	GAA glycogen mod	HTT ATP protect
NCCOc1cnn(-c2ccccc2Cl)c(=O)c1Cl	0%	?	3%	14%	-6%	-5%	.
O=C(NC(=O)N1CCCC1)c1csnn1	7%	.	4%	4%[9.22 µM]	.	3%	13%[10 µM]
COc1ccc(OCC(=O)Nc2ccccc2-c2ccccc2)cc1	2%	11%	16%	21%[9.22 µM]	11%	13%	23%[10 µM]
CCC1c2ccc(C)n2CCN1C(=O)Nc1cc(Cl)ccc1OC (configuration not stated)	-4%	-8%	5%	-5%	19%	?	-5%[10 µM]
COc1cccc(Nc2nnc(SCC(=O)N3CCOCC3)s2)c1	1%	-1%	9%	-5%[9.22 µM]	-4%[38.3 µM]	-3%	-31%
Cc1c(C(=O)O)sc2nc(C)n(C)c(=O)c12	-17%	4%	-6%	6%	0%[38.3 µM]	-10%	-1%
CCCC(=O)Nc1c(C)n[nH]c1C	2%	5%	-9%	-12%	-5%[38.3 µM]	9%	-6%
CCc1cc(C(=O)Cc2ccc(F)cc2)c(O)cc1O	0%	-4%	7%	?	-4%	-13%	-10%[10 µM]
CCOC(=O)C1(CC2CCCCO2)CCN(Cc2nccn2-c2ccc(OC)cc2)CC1 (configuration not stated)	-13%	-6%	1%	-12%	7%	-6%	-29%
CN(CC(=O)NC1CCCCC1)S(=O)(=O)c1ccc(Cl)cc1	-5%	2%	1%	2%	14%[38.3 µM]	2%	-5%[10 µM]
CCN(CC)S(=O)(=O)c1cc(OC)c(Cl)cc1OC	-9%	0%	-8%	3%	8%	-14%	-27%
CCN(CC)S(=O)(=O)c1ccc(Cl)c(NC(=O)c2ccc(C#N)cc2)c1	4%	-6%	-9%	-6%	3%	-3%	7%[10 µM]
CCC(C)NC(=O)c1ccccc1NC(=O)c1ccc(CSc2ccc(C)cc2)cc1 (configuration not stated)	5%	0%	2%	1%	-3%	-14%	12%[10 µM]
C=NC(C(=O)NC1C(=O)N2C1SC(C)(C)C2C(=O)O)c1ccccc1 (configuration not stated)	2%	.	7%	5%	12%	.	-11%
COC(=O)C1=C(C)NC2=C(C(=O)CC(C)(C)C2)C1c1cn(Cc2ccc(Br)cc2)nc1-c1ccccc1 (configuration not stated)	3%	-4%	-1%	13%	-9%[38.3 µM]	-9%	-26%
CCC(C)(C)n1nnnc1C(C(C)C)N(Cc1cccnc1)Cc1ccco1 (configuration not stated)	-16%	0%	12%	.	14%	-10%	.
COCCCCCCCCCCCC(=O)O	-4%&5%	.	5%&4%	.	-8%&7%	.	19%&13%
CC(=O)N[C@H]1C(O[C@@H]2O[C@H](C[C@@H](O)[C@H]3O[C@@H](N4CCC(=O)NC4=O)[C@H](O)[C@@H]3O)[C@H](O)[C@H](O)[C@H]2NC(=O)/C=C/CCCCCCCCCCC(C)C)OC(CO)[C@@H](O)[C@@H]1O (some centres not stated)	5%	.	-3%	.	8%	.	-322%[inhibitor]
Cc1sc2ncnc(N[C@@H](Cc3c[nH]c4ccccc34)C(=O)O)c2c1C	5%	-5%	10%	8%	-6%	-3%	29%[10 µM]
CC1Oc2ccccc2C=C1/C=N\NC(=O)c1cccnc1 (configuration not stated)	-13%	.	1%	12%[9.22 µM]	.	4%	-5%[10 µM]
Nc1nc(SCC(=O)NC2CCCCCC2)[nH]c(=O)c1-c1ccccc1	2%	-2%	1%	7%	18%[38.3 µM]	1%	3%
CS(=O)(=O)N(CC(=O)N1CCN(Cc2ccc3c(c2)OCO3)CC1)Cc1ccc(Cl)cc1	-12%	-5%	5%	6%[9.22 µM]	8%[38.3 µM]	2%	?
Cn1c(=O)c2c(nc(CN3CCN(C(=O)c4ccco4)CC3)n2Cc2ccccc2F)n(C)c1=O	5%	-9%	6%	-13%	7%[38.3 µM]	10%	-39%[inhibitor]
COc1ccc(-c2[nH]ncc2CNCCn2cccn2)c(F)c1	5%	-9%	-1%	-7%[9.22 µM]	6%	-3%	11%[10 µM]
Nc1ccc(N2CCN(c3ccc(Cl)c(Cl)c3)CC2)cc1	1%	1%	-1%	-16%	3%	-7%	.
CCCCC(=O)Nc1cc(NC(=O)CCCC)cc(C(=O)O)c1	0%	4%	-8%	-9%	19%[38.3 µM]	1%	-1%[0.074 µM]
O=C(Oc1cccc(-n2cnnn2)c1)c1ccco1	-3%	2%	3%	15%	11%	1%	-5%[10 µM]
COCC(=O)N(C)C1(c2nnnn2CCOC(=O)Nc2ccc(Cl)cc2)CCCC1	-7%	-9%	-1%	-7%	-4%[38.3 µM]	-3%	11%[0.074 µM]
Cc1nc2ccc3[nH]snc3c2n1	0%	11%	1%	-27%	-3%[38.3 µM]	3%	19%
O=C(O)/C=C\C(=O)Nc1ccccc1C(=O)N1CCN(c2ccc(Cl)cc2)CC1	0%	-13%	5%	1%	26%[38.3 µM]	-5%	5%
CCc1ccc(N(C(=O)C(F)(F)F)C(C(=O)NC2CCCCC2)c2ccncc2)cc1 (configuration not stated)	0%	2%	-11%	7%	35%[38.3 µM]	7%	2%[10 µM]
CC(C)c1c(C(=O)Nc2ccccc2)c(-c2ccccc2)c(-c2ccc(F)cc2)n1CC[C@@H](O)C[C@@H](O)CC(=O)O	-7%	.	-37%	.	-8%	.	92%
O=c1[nH][nH]c(C(F)(F)F)c1C=NCc1ccccc1Cl	1%	7%	-14%	-15%	27%[38.3 µM]	-9%	-3%
COc1cccc(C2=NOC(C(=O)Nc3cccc(C(C)=O)c3)C2)c1OC (configuration not stated)	-5%	-2%	.	-1%	.	-8%	6%
N#CCSc1nc2c(c(C3CC=CCC3)c1C#N)CCC2 (configuration not stated)	12%	0%	2%	-26%	4%	-7%	11%[10 µM]
O=C(N[C@@H](Cc1ccccc1)C(=O)OCc1ccccc1)c1nc[nH]c1C(=O)NCc1ccccc1	2%	.	3%	0%[9.22 µM]	4%	-20%	6%[10 µM]
CCOc1ccc(-c2c(C)n([O-])c3c([n+]2=O)CCCC3)cc1	-1%	8%	-4%	3%	-1%[38.3 µM]	12%	-4%
CCC(=O)Nc1ccccc1C(=O)C(=O)Nc1ccccc1	-3%	-1%	-11%	9%	-5%	2%	5%[10 µM]
CC(C)=CCCC(C)CN(C)CCc1ccccn1 (configuration not stated)	5%	-5%	3%	5%	27%[38.3 µM]	-23%	3%
O=c1c(Cc2ccccc2)c(O)nc2n1CCS2	-10%	?	6%	-13%	-18%[38.3 µM]	1%	2%
O=C(NCc1ccccc1)c1ccc(Cl)cc1	3%	.	6%	3%[9.22 µM]	.	6%	-5%[10 µM]
O=C(CN1C(=O)NC(Cc2c[nH]c3ccccc23)C1=O)NC1CC1 (configuration not stated)	1%	.	1%	8%[9.22 µM]	.	3%	7%[10 µM]
COc1ccccc1CNC(=O)C1CCN(Cc2nc(-c3cccc(Cl)c3)oc2C)CC1	-3%	-11%	20%	-8%	2%[38.3 µM]	10%	-17%[0.074 µM]
O=C(NCCCc1ccccc1)c1cccc([N+](=O)[O-])c1	7%	0%	5%	-28%	0%	3%	.
Cc1ccc(C(=O)c2nc3c(n2O)CCCC3)cc1	-7%	-14%	5%	-6%	-4%[38.3 µM]	10%	4%[10 µM]
CCN(CC)S(=O)(=O)c1ccc(-n2c(=O)c(C(C)C)c(C)n2C)cc1	-3%	3%	2%	-15%[9.22 µM]	8%	8%	-22%[10 µM]
COc1cc(SC)ccc1C(=O)N1CCN(c2ccc(O)cc2)CC1	2%	3%	4%	-12%	-1%	4µM*	-21%
CC(C)NC(=O)/C(=C\c1cccc([N+](=O)[O-])c1)NC(=O)c1ccccc1	0%	7%	-23%	-13%	1%[38.3 µM]	2%	22%
CCOc1ccc(C2N(c3ccc(F)cc3)C(=O)C3CCCN32)cc1 (configuration not stated)	-7%	-4%[15.4 µM]	8%	8%	9%[38.3 µM]	-1%	-15%

# Shown with values under each structure: entries from further up
# Order of values: GAA spleen mod	GAA inhib	RGS12 GoLoco inh	HttQ103 aggreg	IMPase Li cell	GAA glycogen mod	HTT ATP protect
CCN(CC)S(=O)(=O)c1ccc(-n2c(=O)c(C(C)C)c(C)n2C)cc1
    -3%	3%	2%	-15%[9.22 µM]	8%	8%	-22%[10 µM]
CCC(=O)Nc1ccccc1C(=O)C(=O)Nc1ccccc1
    -3%	-1%	-11%	9%	-5%	2%	5%[10 µM]
COc1cc(SC)ccc1C(=O)N1CCN(c2ccc(O)cc2)CC1
    2%	3%	4%	-12%	-1%	4µM*	-21%
CC(C)c1c(C(=O)Nc2ccccc2)c(-c2ccccc2)c(-c2ccc(F)cc2)n1CC[C@@H](O)C[C@@H](O)CC(=O)O
    -7%	.	-37%	.	-8%	.	92%

# Part of the list above in order of formula weight, highest first.
Structure	GAA spleen mod	GAA inhib	RGS12 GoLoco inh	HttQ103 aggreg	IMPase Li cell	GAA glycogen mod	HTT ATP protect
CC(C)c1c(C(=O)Nc2ccccc2)c(-c2ccccc2)c(-c2ccc(F)cc2)n1CC[C@@H](O)C[C@@H](O)CC(=O)O	-7%	.	-37%	.	-8%	.	92%
CCCCC(=O)Nc1cc(NC(=O)CCCC)cc(C(=O)O)c1	0%	4%	-8%	-9%	19%[38.3 µM]	1%	-1%[0.074 µM]
CCC(=O)Nc1ccccc1C(=O)C(=O)Nc1ccccc1	-3%	-1%	-11%	9%	-5%	2%	5%[10 µM]
Cc1nc2ccc3[nH]snc3c2n1	0%	11%	1%	-27%	-3%[38.3 µM]	3%	19%

# Bioassay records as filed in PubChem BioAssay.
